TDP1 inh = inhibitors of human tyrosyl-DNA phosphodiesterase TDP1. Q9NUW8. recombinant TDP1, AlphaScreen DNA substrate cleavage. Potency, µM (titrated, usually from 130 µM), for inactives: at the top dose activity change, negative = inhibition, most hits filed as inhibitors. 350,000 tested, 0.28% active; further: nearly all actives have a fitted effect of over 40% in size
Target sequence (Q9NUW8 whole entry, looked up): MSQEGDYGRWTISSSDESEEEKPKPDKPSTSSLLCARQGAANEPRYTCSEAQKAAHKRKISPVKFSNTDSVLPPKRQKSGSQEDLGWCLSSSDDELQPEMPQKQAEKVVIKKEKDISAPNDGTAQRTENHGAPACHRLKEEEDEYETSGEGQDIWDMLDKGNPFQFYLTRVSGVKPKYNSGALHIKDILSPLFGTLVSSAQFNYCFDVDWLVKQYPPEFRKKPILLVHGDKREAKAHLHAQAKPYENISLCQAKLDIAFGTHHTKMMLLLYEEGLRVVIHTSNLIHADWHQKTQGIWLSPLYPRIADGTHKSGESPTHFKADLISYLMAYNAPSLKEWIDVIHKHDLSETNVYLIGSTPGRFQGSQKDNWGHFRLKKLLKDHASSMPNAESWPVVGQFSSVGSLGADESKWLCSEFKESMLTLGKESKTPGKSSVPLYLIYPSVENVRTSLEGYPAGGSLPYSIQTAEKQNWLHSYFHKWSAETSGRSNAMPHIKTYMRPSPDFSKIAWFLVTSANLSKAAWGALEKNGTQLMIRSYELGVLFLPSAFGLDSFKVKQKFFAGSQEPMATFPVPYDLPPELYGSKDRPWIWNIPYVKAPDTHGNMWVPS
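AlphaScreen read-out: signal falls as enzyme removes the 3' tyrosine-FITC from a 5'-biotinylated DNA oligo (15 nM, 5 min, RT). Enzyme was E. coli-made recombinant Tdp1 at 1 nM, exposed to compound for 15 min beforehand; beads 10 ug/ml, 10 min.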
DT40 TDP1 no CPT = qHTS for Inhibitors of human tyrosyl-DNA phosphodiesterase 1 (TDP1): qHTS in cells in absence of CPT; AID 686978, 2013; Potency, µM (titrated, usually from 46.2 µM), for inactives: at the top dose activity change, negative = growth inhibition, actives largely listed as inhibitors; DT40 Tdp1-/- hTDP1 cells, no CPT, ATP luminescence, 48 h; 420,000 tested, 15% active; further: nearly all actives have a fitted effect of over 55% in size
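DT40 Tdp1-/-;hTDP1 cells, no CPT (DMSO vehicle only), 400 cells/well; compounds pin-transferred; ≥48 hr, 37 °C; CellTiter-Glo 30 min RT dark, luminescence read.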
TDP1 cell CPT = growth inhibition of DT40 Tdp1-/-;hTDP1 cells with camptothecin (screen for TDP1 inhibitors); chicken DT40 Tdp1-/-;hTDP1 cells + 20 nM CPT, ATP luminescence, 48 h; Potency, µM (series often up to 46.2 µM), for inactives: at the top dose activity change, negative = growth inhibition, actives largely listed as inhibitors; AID 686979; 420,000 tested, 12% active; further: nearly all actives have a fitted effect of over 55% in size
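Cell growth measured by CellTiter-Glo luminescence after a minimum 48 h, 37 C compound exposure with 20 nM CPT in Tdp1-knockout DT40 cells stably expressing hTDP1, seeded 400/well; qHTS titration format.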
The depositor's hits bear a star; ? = inconclusive; nt = no result given; & = joins results of further samples; [ ] = dose if it differs, or a comment. The call rests on the fitted dose curve; in most records, active means well fitted curve in the direction sought with a large enough effect; inconclusive means small, poorly fitted or top-dose-only effect, or another doubt; inactive means no such curve, though single readings can be large; an effect the other way counts as inactive or inconclusive. On the % scale 0 is the no-effect control and ±100 the full control effect; potency means the concentration at half of the fitted maximal effect.

Results follow in this order: TDP1 inh, DT40 TDP1 no CPT, TDP1 cell CPT
1. COc1ccc(Nc2ccc(Cl)nn2)cc1
  nt, 1%, 3%
2. CCC(=O)Nc1cccc(SC)c1
  -8%, -9%, -30%
3. CSc1ccccc1NC(=O)c1cc(-c2ccco2)on1
  10%, -15%, -12%
4. COc1ccccc1-c1cc(C(=O)N/N=C/C=C/c2ccccc2[N+](=O)[O-])c2ccccc2n1
  9%, 21µM*, 18µM*
5. O=C(Cn1c(=O)oc2ccccc21)Nc1ccc(C(=O)O)cc1
  5%, -14%, -5%
6. CCN1C[C@@H]2[C@@H]3C(=O)N(C)C(=O)[C@@H]3[C@](CC)(C(=O)OC)N2C1=NCc1ccccc1
  nt, 5%, 13%
7. CC(C)CNc1nc(NC(C)(C)C)nc(Oc2ccc(=O)[nH]n2)n1
  0%, -9%, -11%
8. CCOC(=O)C1CCCN(C(=O)c2cc(COc3ccc(C)nc3)on2)C1 (stereo not drawn)
  1%, ?, ?
9. COc1ccc(-n2nc(C(=O)NCC(=O)N3CCC(C(N)=O)CC3)c3ccccc3c2=O)cc1
  2%, -1%, 3%
10. CC(C)OC(=O)Nc1ccc(-c2ccc(NC(=O)OC(C)C)cc2Cl)c(Cl)c1
  nt, -13%, 5%
11. CCCN(CCO)CCCc1ccccc1
  0%, -15%, 1%
12. O=C(CSc1ccc2nnc(-c3ccccn3)n2n1)Nc1ccc2c(c1)OCCO2
  0%, -26%, -66%
13. COCCn1c(C)cc(C(=O)CSc2nc3ccccc3o2)c1C
  0%, ?, 26µM*
14. CCOCCc1nn2c(=O)cc(COC(=O)c3ccc(NC(=O)C(C)(C)C)cc3)nc2s1
  6%, 13µM*, 16µM*
15. Cc1ccc(C)c(CN2CCCN(Cc3ccccc3C)S2(=O)=O)c1
  -6%, ?, ?
16. COCCCNC(=O)/C=C/c1ccc(Cl)cc1Cl
  0%, ?, -3%
17. O=C(Nc1cccc(Cl)c1Cl)c1cc2nc(-c3ccc(Cl)cc3)cc(C(F)(F)F)n2n1
  3%, -1%, -22%
18. Cc1cccc(OCC(=O)Nc2ccncc2)c1
  nt, ?, 4%
19. COC(=O)c1c(NC(=O)Cc2cccs2)sc(C(=O)NC2CCCCC2)c1C
  nt, ?, ?
20. O=C(CSc1nc2ccccc2[nH]1)N1c2ccccc2Sc2ccccc21
  0%, ?, ?

Given screen by screen: entries from further up
18. Cc1cccc(OCC(=O)Nc2ccncc2)c1
13. COCCn1c(C)cc(C(=O)CSc2nc3ccccc3o2)c1C
20. O=C(CSc1nc2ccccc2[nH]1)N1c2ccccc2Sc2ccccc21
15. Cc1ccc(C)c(CN2CCCN(Cc3ccccc3C)S2(=O)=O)c1

| entry no. | 18 | 13 | 20 | 15 |
| --- | --- | --- | --- | --- |
| TDP1 inh | nt | 0% | 0% | -6% |
| DT40 TDP1 no CPT | ? | ? | ? | ? |
| TDP1 cell CPT | 4% | 26µM* | ? | ? |

(list continues)
Results follow in this order: TDP1 inh, DT40 TDP1 no CPT, TDP1 cell CPT
21. CC1=C(C(=O)OCC2CCCCC2)C(c2cccc(F)c2F)CC(=O)N1 (stereo not drawn)
  0%, ?, ?
22. O=C(C1CCN(S(=O)(=O)c2cccs2)CC1)N1CCCCC1
  4%, 0%, -3%
23. COc1cc([N+](=O)[O-])ccc1NC(=O)CCS(=O)(=O)c1ccc2c(c1)n(C)c(=O)c(=O)n2C
  -3%, 7%, 5%
24. O=S1(=O)CC(N2CCN(CCO)CC2)CN1C1CCCC1 (stereo not drawn)
  nt, -2%, -2%
25. Cc1c(C(=O)N2CCCC2)oc2c1-c1nn(CC(=O)NCc3ccccc3F)cc1CC2
  3%, ?, ?
26. CC(O)(C(=O)c1ccccc1)c1ccccc1 (stereo not drawn)
  nt, -16%, -6%
27. O=C(/C=C/c1cccs1)N1CCOCC1
  4%, -22%, -18%
28. COc1ccc(NC(=O)c2c(NCc3sccc3C)sc3c2CCCCC3)c(OC)c1
  7%, 3.3µM*, 3.3µM*
29. Cc1ccc(N(C)C(=O)Cn2ncc3c([nH]c4ccccc43)c2=O)cc1C
  2%, ?, 12µM*
30. O=c1c([N+](=O)[O-])c(N2CCCCC2)c2ccccc2n1-c1ccccc1
  7%, -28%, -8%
31. COc1ccc(C2CC(c3c(O)cc(C)oc3=O)=NCCS2)c(OC)c1 (stereo not drawn)
  10%&21%, 0.021µM*, 0.46µM*
32. CCN1CCN(CCNC(=O)CS(=O)(=O)Cc2nc(-c3ccc(C)cc3)oc2C)CC1
  3%, -11%, -10%
33. CCN(CC)C(=O)c1sc(NC(=O)c2ccc3c(c2)OCO3)c(C(N)=O)c1C
  0%, -26%, 6%
34. COc1ccc(-c2csc(-n3ncc(-c4ccccn4)c3N)n2)cc1
  6%, -10%, -5%
35. CCc1ccc(S(=O)(=O)NCc2cccn2Cc2cccc(C)c2)cc1
  9%, ?, ?
36. CCOC1=C2CN(S(=O)(=O)c3ccc(C)cc3)[C@H](c3ccc(CC)cc3)C[C@@H]2N(S(=O)(=O)c2ccc(C)cc2)[C@H](c2ccccc2)C1
  nt, ?, ?
37. CC(Cc1ccccc1)C(=O)NCc1nc2ccccc2s1 (stereo not drawn)
  1%, -10%, -7%
38. Cc1ccnc(SCc2cc(=O)c(OC(=O)c3ccc(S(=O)(=O)N4CCCC4)cc3)co2)n1
  5%, -6%, -3%
39. CN(C(=O)COC(=O)C1CCN(S(=O)(=O)c2ccc(Cl)cc2)CC1)C1CCS(=O)(=O)C1 (stereo not drawn)
  0%, -4%, 13%
40. O=C(O)C1CCC2CCCC21 (stereo not drawn)
  nt, -9%, 0%

The last 2 entries of the section above lead into the next.
Results follow in this order: TDP1 inh, DT40 TDP1 no CPT, TDP1 cell CPT
39. CN(C(=O)COC(=O)C1CCN(S(=O)(=O)c2ccc(Cl)cc2)CC1)C1CCS(=O)(=O)C1 (stereo not drawn)
  0%, -4%, 13%
40. O=C(O)C1CCC2CCCC21 (stereo not drawn)
  nt, -9%, 0%
41. COc1cc(/C=C(\C#N)c2nc3ccccc3[nH]2)ccc1O
  nt, 23µM*, 26µM*
42. Cc1cccc(C)c1NC(=O)COC(=O)C1CC(=O)N(Cc2ccccc2)C1 (stereo not drawn)
  -5%, 1%, 0%
43. CCOC(=O)C1C(=O)NC(N2CCCCC2)=NC1C(C)C (stereo not drawn)
  -1%, -22%, 11%
44. Cc1ccccc1OCC(O)CNC1CCCC1 (stereo not drawn)
  nt, -6%, -1%
45. Cc1ccccc1NC(=O)C(C)O/N=C/c1cccc([N+](=O)[O-])c1 (stereo not drawn)
  1%, ?, ?
46. Fc1ccc(NC(=S)N2CCN(c3ncccn3)CC2)cc1
  3%, -4%, -1%
47. CN1C(=O)N(CC(=O)Nc2ccc(C(F)(F)F)cc2)C(=O)C12CCCCC2
  0%, ?, ?
48. O=S(=O)(NCCN1CCOCC1)c1ccc(Cl)c(Cl)c1
  nt, -18%, -7%
49. CC(=O)N1CCC2(CC1)CCN(c1ncccn1)CC2
  nt, -21%, 8%
50. CCOc1ccc(NC(=O)Cn2cc(C(=O)c3ccccc3)c(=O)c3cc4c(cc32)OCCO4)cc1
  9%, -19%, -18%
51. COc1cc(CN2CCN(Cc3c[nH]c4ccccc34)CC2CCO)cc(OC)c1 (stereo not drawn)
  3%, ?, 13µM*
52. C[C@@H]1CNC(=O)c2c(C(=O)N[C@H](C)c3ccccc3)ncn21
  nt, -16%, 15%
53. CC1CCN(S(=O)(=O)c2ccc3c(c2)N(C)C(=O)CC(=O)N3C)CC1
  9%, ?, ?
54. CC1CCCCN1C(=O)Cn1c(=O)oc2cc(S(=O)(=O)N3CCCCC3)ccc21 (stereo not drawn)
  2%, -17%, -10%
55. Cc1cc(C)n(C(C)CC(=O)Nc2cccc(C(F)(F)F)c2)n1 (stereo not drawn)
  -3%, ?, -26%
56. Cc1cc(OC(C)C(=O)N2CCN(c3ccc(F)cc3)CC2)c2c(C)cc(=O)oc2c1 (stereo not drawn)
  1%, -26%, ?
57. C=CCSc1nc2sc3c(c2c(=O)[nH]1)CC(C)(CC)OC3 (stereo not drawn)
  nt, ?, ?
58. COc1ccccc1N1CCN(CC(=O)c2c(C)[nH]c3ccccc23)CC1
  3%, ?, ?
59. CCC(C(=O)Nc1ccsc1C(=O)OC)c1ccccc1 (stereo not drawn)
  3%, -16%, 0%
60. CCn1c(=N)c(C(=O)NC)cc2c(=O)n3cccc(C)c3nc21
  4%, 16µM*, ?
61. CCOC(=O)C1(C)C=C(Nc2cccc(C)c2)C(=O)N1c1ccccc1 (stereo not drawn)
  nt, 18µM*, ?
62. CCOc1cc(/C=N/NC(=O)c2ccncc2)cc(Br)c1O
  nt, 1%, -3%
63. C#CCOCCOCCOCCNc1nc(N2CCN(C(=O)[C@H]([C@@H](C)O)n3cc(CCCCN)nn3)CC2)nc(N2CCN(C(=O)[C@H]([C@@H](C)CC)n3cc(CCCN=C(N)N)nn3)CC2)n1
  1%, 6%, -7%
64. CC1(C)C(=O)OC(c2cccs2)C(C)(C)C1=O (stereo not drawn)
  3%, -13%, -2%
65. Cc1cccc(NC(=O)c2ccccc2NC(=O)Cc2ccccc2)c1C
  -10%, -27%, ?
66. CCOC(=O)Cn1c(C(F)(F)F)nc2nc(Cl)c(Cl)nc21
  nt, -28%, 4%
67. CC(=O)CCC1C2C(O)C(C(C)C)C(OC(=O)/C=C/c3ccccc3)CC12C (stereo not drawn)
  nt, 26µM*, 18µM*
68. CC1(C)CC(OC(=O)c2ccco2)CC(C)(C)N1O
  -12%, ?, -25%
69. Cc1ccc(C(=O)N(CCN2CCCCC2)CC2CCCN(C3CCCC3)C2)s1 (stereo not drawn)
  6%, 21µM*, ?
70. CC(CCc1ccccc1)NC(=O)CCNS(=O)(=O)c1ccccc1C(F)(F)F (stereo not drawn)
  1%, ?, ?

Whole records from above. Values in the order: TDP1 inh | DT40 TDP1 no CPT | TDP1 cell CPT
CCOc1cc(/C=N/NC(=O)c2ccncc2)cc(Br)c1O in the list: nt | 1% | -3%
CCOC(=O)Cn1c(C(F)(F)F)nc2nc(Cl)c(Cl)nc21 in the list: nt | -28% | 4%

(list continues)
Results follow in this order: TDP1 inh, DT40 TDP1 no CPT, TDP1 cell CPT
71. Nc1ncnc2c1ncn2[C@@H]1O[C@H](CNS(=O)(=O)c2ccc(-c3ccno3)s2)[C@@H](O)[C@H]1O
  0%[56.1 µM], -10%, -30%
72. O=C(c1ccccc1)N1CCN(CC#CC2(O)CCCCC2)CC1
  4%, -15%, ?
73. O=C(c1cccs1)N1CCN(c2cc(Cl)ccc2Cl)CC1
  nt, ?, -26%
74. Cc1ccc(C(=O)N2CCN(C(=O)c3ccccc3)C2c2ccc(N(C)C)cc2)cc1 (stereo not drawn)
  0%, ?, -7%
75. COCCNC(=O)c1ccc(N2CC3CC(C2)c2cccc(=O)n2C3)c(NC(=O)c2ccc(Br)o2)c1 (stereo not drawn)
  0%, 24%, -4%
76. CCCCC(=O)N(C)c1c(CC)nc2c(OCCOc3ccc(F)cc3)cccn12
  nt, 18µM*, 15µM*
77. C[C@H](NC(=O)c1nc[nH]c1C(=O)NCC(=O)OCc1ccccc1)C(=O)OCc1ccccc1
  nt, ?, -7%
78. CC1CC(C)CN(S(=O)(=O)c2ccc3c(c2)CCN3C(=O)C2CC2)C1 (stereo not drawn)
  -1%, -28%, ?
79. Cc1[nH]c2ccccc2c1/C=N/NC(=O)CNC(=O)c1cccs1
  0%, -15%, -1%
80. CCOc1ccccc1NC(=O)CN(Cc1ccccc1)S(C)(=O)=O
  6%, -18%, 4%
81. COc1ccc(Cn2ccc3nc(C)c(C(=O)Nc4ccc(C)c(F)c4)cc3c2=O)cc1
  5%, -23%, ?
82. COc1ccc(C(=O)NCCS(=O)(=O)N2CCN(Cc3ccccc3)CC2)cc1
  nt, 29µM*, -20%
83. CC1(C)c2cc(O)ccc2OC1N1CCOCC1 (stereo not drawn)
  nt, 11%, -13%
84. Cc1ccc(S(=O)(=O)N(C)C)cc1NC(=O)c1ccc(OC(F)(F)F)cc1
  3%, -25%, -15%
85. O=C(O)C1=C[C@@H](c2ccc(C(F)(F)F)cc2)C[C@@H](OCc2ccc(CO)cc2)O1
  5%, -1%, -3%
86. O=C(O)CN1C(=O)CC(Cc2ccc(Cl)cc2)C1=O (stereo not drawn)
  2%, 5%, -2%
87. Cc1cccc(NC(=O)CSc2nnc(-c3ccco3)c(-c3ccco3)n2)c1C
  ?, ?, -7%
88. O=C(CSc1nc2ccccc2[nH]1)c1ccc2c(c1)OCO2
  10%, -14%, -3%
89. CC(C)(C)c1ccc(C(=O)N2CCC(=O)N([C@H](COCc3ccccc3)Cc3ccccc3)CC2)cc1
  nt, ?, ?

Screening results as filed in PubChem.
